Screening results deposited in PubChem by several laboratories.
MT stabilize HCS – microtubule stabilization, imaging screen; hit rate 0.83% among 200,000; HeLa tubulin immunostaining HCS, 24 h; share of cells brighter than vehicle mean+2SD; % tubulin-high responders, % at 10 µM;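 active means plate Z-score above 3 for both tubulin-high and condensed-nucleus cell shares, with cell loss under 80%, at 10 µM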;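 further: anti alpha tubulin signal scored within the nucleus-defined area of each cell; some results filed as inactive read as strong as hits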
Autophagy HCS – autophagy modulation, high-content screen | MEF GFP-LC3 puncta imaging; test concentration mostly 10 µM | calls only at 10 µM (by protocol) | hit rate 0.98% among 190,000;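 active means percentage of spot-positive cells more than 3 SD above its plate mean, without a fluorescence outlier flag or 80% toxicity; inconclusive means no clear call, values can overlap the other calls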;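 further: spot-positive cell cutoff set from DMSO-treated cells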
T cell modulator – T cell immune modulators affecting CD8 T cell-vesicle binding; calls only at 7 µM; AID 2052; 2C CD8+ T cell-vesicle binding, flow cytometry; stronger effect = lower value; hit rate 0.068% among 330,000;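 active means response, share of CD8 T cells binding vesicles, and their 90th percentile fluorescence all below set limits, cut at about 80% in these data, passing the limit was not always enough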
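Benchmarks: naked versus QL9-loaded vesicles / Assay system: purified 2C TCR transgenic mouse naive CD8+ T cells / Technique: high-throughput flow cytometry with anti-B7-1 and anti-CD8 staining / Timing: Cell–vesicle co-incubation 1.5 h at 37 °C, staining 20 min on ice / Read-out: percent CD8+ FL2 mean versus row control / Probe or stimulus: QL9-loaded Drosophila micro-vesicles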
bCat nuc transl – beta-catenin nuclear translocation modulation; HeLa beta-catenin nuclear translocation, immunofluorescence imaging; nuclear translocation activity, % at 5 µM; hit rate 0.3% among 190,000;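 active means nuclear translocation activity above 50% at 5 µM, with a well cell count of 50 or more; inconclusive means wells under 50 cells across six images, flagged as toxic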;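 further: per-cell ratio of nuclear to cytoplasmic median beta-catenin stain intensity; plate controls were DMSO negative control for no effect and GSK-3 inhibitor IX positive control for full effect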
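Signal – beta-catenin immunofluorescence imaging with DAPI · Test system – human HeLa cell line · Dosing – 5 µM primary single dose, 0.1% DMSO, 0.02–20 µM confirmation series · Measure – % activation, nuclear-to-cytoplasmic median beta-catenin signal ratio per cell · Incubation – 24 h compound exposure at 37°C, 5% CO2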
WT yeast gro inh – growth inhibition of WT yeast, mitochondrial fusion screen. mitochondrial fusion phenotypic screen, WT strain. inhibition, % at 10 µM. hit rate 2.1% among 190,000; in the data active means inhibition above about 58%; tested in S. cerevisiae
Ins promoter up – MIN6 insulin promoter up-regulation. MIN6 insulin promoter-GFP reporter, high-content imaging; stronger effect = higher value. AID 1625. z-score at 5 µM. hit rate 0.3% among 190,000;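 active means z-score above 3 at 5 µM with at least 500 cells counted in the well; inconclusive means wells under 500 cells, flagged as cytotoxic or low count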
West Nile virus CPE – inhibition of WNV-induced cytopathic effect – cell-based, CPE readout (AID 1621); West Nile virus-infected cells, CPE inhibition; higher % means a stronger effect; CPE inhibition, % at 10 µM; hits with a dose series show IC50 in µM; hit rate 0.02% among 290,000; in the data active means a potency from the dose series; inconclusive means CPE inhibition mostly from about 3.7% at the one dose, without a potency; inactive means the rest, 99 in 100 with CPE inhibition below about 2.2%; further: strong numbers were not always called active
Myeloid diff 2 – myeloid differentiation induction; ER-HoxA9 myeloid progenitors, lysozyme-GFP differentiation, flow cytometry; calls only at 10 µM; hit rate 1% among 360,000; AID 624256;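 active means normalized GFP-positive differentiation at or above the plate's own cutoff, the solvent-only control mean plus 3 SD; inconclusive means no clear call, values can overlap the other calls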;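 further: cells exposed to compound for four days before flow analysis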
Lipid droplet – hepatic lipid droplet formation modulation. AML12 mouse hepatocytes, oleate lipid droplets, BODIPY imaging. inhibition, % at 6.5 µM. hit rate 0.4% among 240,000;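 active means lipid droplet intensity inhibited by at least 50%, with more than 500 cells counted; inconclusive means wells with under 300 cells, treated as cytotoxic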
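Technique: fluorescence imaging, 20x objective, two fields per well / Assay system: AML12 hepatocytes (mouse) / Measure: % inhibition of lipid droplet signal / Doses: 6.5 µM single-point dosing / Incubation: overnight exposure / Reagent: 100 µM oleic acid challenge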
WT yeast gro inh mutant strain – second read-out of WT yeast gro inh, no call of its own (marks repeat the call); inhibition, %; mitochondrial fusion phenotypic screen, mutant strain inhibition
Ins promoter up cell count – recorded beside Ins promoter up, whose call it bears; cell count; measured here: cytotoxicity, nuclei count;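 total cells summed across four imaged fields per well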
Lipid droplet cells 6.5 µM – second read-out of Lipid droplet, no call of its own (marks repeat the call); cell count; measured here: cell count, cytotoxicity flag;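 cells counted across two imaged fields per well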
bCat nuc transl cell count 5 µM – also measured in bCat nuc transl; calls as there; cell count; measured here: cell count, cytotoxicity flag
T cell modulator vesicle-bound % – also measured in T cell modulator; calls as there; double positive events, %; measured here: CD8+ vesicle-bound cell fraction;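 binding gate set so that unloaded-vesicle control wells show 10% double positive cells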
MT stabilize HCS Hoechst-high % – also measured in MT stabilize HCS; calls as there; % Hoechst-high responders; measured here: nuclear condensation Hoechst responders;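 share of cells brighter than vehicle mean plus two SD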
MT stabilize HCS cytotoxicity % – second read-out of MT stabilize HCS, no call of its own (marks repeat the call); toxicity, %; measured here: cytotoxicity by cell density;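 0% = mean cell density of plate MIN control wells and 100% = no cells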
Autophagy HCS cell loss 18 h – further read-out of Autophagy HCS, marked with its call; toxicity, %; measured here: cell loss, nuclei count;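 cell loss after 18 h compound exposure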
Myeloid diff 2 GFP+ MAC1+ % – second read-out of Myeloid diff 2, no call of its own (marks repeat the call); GFP+ MAC1+ double positive, %; measured here: differentiation confirmed by MAC1 staining
The depositor's hits bear a star; i = inactive; ? = inconclusive; . = not tested or not shown; + = active, no number.

SMILES | MT stabilize HCS | MT stabilize HCS Hoechst-high % | MT stabilize HCS cytotoxicity % | Autophagy HCS | Autophagy HCS cell loss 18 h | T cell modulator | T cell modulator vesicle-bound % | bCat nuc transl | bCat nuc transl cell count 5 µM | WT yeast gro inh | WT yeast gro inh mutant strain | Ins promoter up | Ins promoter up cell count | West Nile virus CPE | Myeloid diff 2 | Myeloid diff 2 GFP+ MAC1+ % | Lipid droplet | Lipid droplet cells 6.5 µM
CC(C)C(CC(=O)N1CCCCC1)C1CCOC(C)(C)C1 (stereo not drawn) | 3.4 | 2.3 | 2.6 | i | -3 | i | 16 | 0.8 | 1136 | -2 | -8 | -0.02 | 1198 | 0.0% | i | 0.9 | 0 | 763
CC(C)c1cc(C(=O)NCc2cccnc2)no1 | 4.2 | 3.6 | 12 | i | 24 | i | 9 | -3.3 | 853 | -37 | -35 | -0.49 | 1455 | -0.3% | i | 4.9 | . | .
O=Cc1c(-[n+]2ccccc2)nc([O-])n1-c1ccccc1 | 1.3 | 1.6 | 2.5 | i | 5 | i | 45 | -4.5 | 1243 | 26 | 1 | 0.25 | 876 | 0.8% | i | 1.0 | 3 | 718
C/C=C/C(=O)OCC(=O)Nc1cc([N+](=O)[O-])ccc1Cl | 2.5 | 1.2 | 2.5 | i | -43 | i | 27 | -4.0 | 589 | -13 | -5 | -0.05 | 1376 | -1.3% | i | 1.4 | 2 | 538
CC1CN(c2ncc(/C=N/NC(=O)c3ccccc3O)s2)CC(C)O1 (stereo not drawn) | 5.9 | 1.9 | 11 | i | 2 | i | 48 | 1.1 | 1117 | -1 | 3 | -0.05 | 1222 | 0.6% | i | 0.2 | 0 | 636
COc1ccc(C(c2sc3nc(C)nn3c2O)N2CCC(C(N)=O)CC2)cc1OC (stereo not drawn) | 3.0 | 1.1 | 4.7 | i | 8 | i | 21 | -0.2 | 1070 | -1 | 8 | -0.59 | 2014 | 0.1% | i | 2.4 | 5 | 697
COc1ccc(Br)cc1C(=O)NC(=S)Nc1ccc(Cl)c(C(=O)O)c1 | 1.9 | 1.7 | 2.8 | i | 0 | i | 37 | -2.0 | 1115 | 8 | 17 | -0.27 | 1195 | 0.1% | i | 0.5 | -12 | 685
CC(C)(C)OC(=O)N[C@H](Cc1ccccc1)C(=O)N1CCC(C(=O)O)CC1 | 4.8 | 2.7 | 6.5 | i | -18 | i | 45 | -2.8 | 1018 | -6 | 9 | 0.31 | 1336 | 0.5% | i | 1.0 | . | .
O=C1NC(=Nc2ccccc2)S/C1=C\c1cccnc1 | . | . | . | . | . | i | 18 | -2.4 | 1090 | . | . | 0.26 | 1389 | 0.0% | i | 1.0 | -1 | 715
O=C(CSc1nc2cc(Cl)ccc2s1)c1cc2ccccc2o1 | 2.1 | 1.7 | 11 | i | -17 | i | 7 | -4.4 | 1140 | 40 | 26 | 1 | 862 | . | i | 8.9 | -3 | 763
Cc1cn(Cc2ccccc2Cn2cc(C)c(=O)[nH]c2=O)c(=O)[nH]c1=O | . | . | . | . | . | i | 26 | 0.2 | 1219 | . | . | 0.44 | 1114 | -0.3% | i | 0.8 | 7 | 709
Cc1ccc(O)c(C(=O)c2cnc3onc(-c4ccc(F)cc4)c3c2)c1 | 3.1 | 1.6 | 4.2 | i | 23 | i | 35 | 0.9 | 927 | -8 | 5 | -0.24 | 1326 | -1.0% | i | 0.7 | -6 | 674
COc1ccc(C(=O)NC(Nc2ccc(C)cc2)C(Cl)(Cl)Cl)cc1 (stereo not drawn) | 1.3 | 1.9 | 2.8 | i | 11 | i | 42 | . | . | 5 | 0 | -0.01 | 1234 | -1.4% | i | 0.5 | -4 | 628
CCOc1ccccc1N1CN(Cc2ccccc2)CNC1=S | . | . | . | . | . | i | 26 | -1.3 | 1338 | . | . | 0.18 | 1032 | -0.3% | i | 0.4 | -18 | 695
Cc1cc(=O)oc(C)c1C(=O)NCCC(C)C | 4.7 | 2.6 | 6.2 | i | 17 | i | 28 | 2.1 | 920 | 10 | 20 | 0.03 | 1527 | 0.8% | i | 1.0 | 2 | 724
COc1ccc(-n2ncc3c(NCc4ccccn4)ncnc32)cc1 | 2.6 | 2.4 | 4.3 | i | 2 | i | 22 | 0.3 | 988 | -5 | 1 | 0.8 | 1133 | 1.6% | i | 1.7 | 1 | 669
Cc1c(C(=O)NC2CCCc3ccccc32)oc2ccc(S(=O)(=O)N3CCCC3)cc12 (stereo not drawn) | 2.1 | 1.3 | 4.7 | i | 34 | i | 34 | 8.0 | 1181 | -15 | -11 | 0.21 | 965 | ? | i | 0.8 | -1 | 787
CCOC(=O)c1nc(C)nc(Sc2n[nH]c(-c3ccccc3)n2)c1C | . | . | . | . | . | i | 27 | -1.0 | 1139 | . | . | -0.59 | 1308 | -0.5% | i | 0.2 | -4 | 673
O=c1c(/C=N/Nc2ccccc2)c(Sc2nnnn2-c2ccccc2)nc2ccccn12 | 2.7 | 1.5 | 6.9 | + | -5.7* | . | . | -1.2 | 1192 | 18 | 19 | . | . | . | i | 1.5 | 19 | 733
O=C(COC(=O)c1ccc2c(c1Cl)C(=O)c1ccccc1C2=O)NC1CCCCC1 | 5.1 | 2.8 | 8.4 | i | -15 | i | 56 | 0.6 | 957 | -5 | 3 | 0.1 | 1309 | -0.7% | i | 0.1 | 15 | 611
OC(CNCCC1C=Nc2ccccc21)Cn1c2ccc(Cl)cc2c2cc(Cl)ccc21 (stereo not drawn) | 16 | 4.5 | 22 | i | 12 | i | 33 | ? | . | 98* | 97* | ? | . | -2.3% | ? | . | 42 | 431
CC(C)CC(=O)Nc1nnn(C)n1 | 2.9 | 2.3 | 9.1 | i | -7 | i | 21 | -3.9 | 1014 | -7 | 11 | 1.1 | 1488 | 0.5% | i | 2.2 | . | .
Cc1ccnc(NS(=O)(=O)c2ccc(NC(=O)c3c(-c4ccccc4Cl)noc3C)cc2)n1 | 2.9 | 1.8 | 7.5 | i | 2 | i | 57 | -0.3 | 1067 | 8 | 11 | 0.3 | 1331 | -0.1% | i | 1.3 | 0 | 736
O=C(CNS(=O)(=O)c1ccccc1Br)OCC(=O)N1CCc2ccccc21 | 2.6 | 1.1 | 1.2 | i | -3 | i | 30 | . | . | -7 | -14 | -0.05 | 830 | 1.4% | i | 1.7 | -28 | 811
CCCCN1C(=O)C2C(c3ccc(OC)cc3O)NC(CC(C)C)(C(=O)O)C2C1=O (stereo not drawn) | 6.5 | 1.7 | 4.4 | i | 10 | i | 41 | . | . | 13 | 8 | -0.47 | 978 | -0.1% | i | 2.0 | . | .

Compound profiles, from the list above. Values in the order: MT stabilize HCS	MT stabilize HCS Hoechst-high %	MT stabilize HCS cytotoxicity %	Autophagy HCS	Autophagy HCS cell loss 18 h	T cell modulator	T cell modulator vesicle-bound %	bCat nuc transl	bCat nuc transl cell count 5 µM	WT yeast gro inh	WT yeast gro inh mutant strain	Ins promoter up	Ins promoter up cell count	West Nile virus CPE	Myeloid diff 2	Myeloid diff 2 GFP+ MAC1+ %	Lipid droplet	Lipid droplet cells 6.5 µM
`O=C1NC(=Nc2ccccc2)S/C1=C\c1cccnc1` is entered as .	.	.	.	.	i	18	-2.4	1090	.	.	0.26	1389	0.0%	i	1.0	-1	715
`COc1ccc(C(=O)NC(Nc2ccc(C)cc2)C(Cl)(Cl)Cl)cc1` (stereo not drawn) is entered as 1.3	1.9	2.8	i	11	i	42	.	.	5	0	-0.01	1234	-1.4%	i	0.5	-4	628
`O=C(CNS(=O)(=O)c1ccccc1Br)OCC(=O)N1CCc2ccccc21` is entered as 2.6	1.1	1.2	i	-3	i	30	.	.	-7	-14	-0.05	830	1.4%	i	1.7	-28	811

Later entries:
SMILES | MT stabilize HCS | MT stabilize HCS Hoechst-high % | MT stabilize HCS cytotoxicity % | Autophagy HCS | Autophagy HCS cell loss 18 h | T cell modulator | T cell modulator vesicle-bound % | bCat nuc transl | bCat nuc transl cell count 5 µM | WT yeast gro inh | WT yeast gro inh mutant strain | Ins promoter up | Ins promoter up cell count | West Nile virus CPE | Myeloid diff 2 | Myeloid diff 2 GFP+ MAC1+ % | Lipid droplet | Lipid droplet cells 6.5 µM
O=C(NCc1nc(-c2ccc(Cl)cc2)no1)c1ccc2c(c1)OCO2 | . | . | . | . | . | i | 17 | . | . | . | . | . | . | -0.2% | i | 0.4 | 0 | 759
COc1ccc(C(=O)NC(=S)NCCc2ccccc2)cc1 | 7.5 | 3.2 | 6.8 | i | -12 | i | 39 | 0.1 | 1521 | -2 | 14 | -0.29 | 1449 | 0.7% | i | 0.2 | 18 | 764
CCOC(=O)CC1NCCc2c1[nH]c1ccc(OC)cc21 (stereo not drawn) | . | . | . | . | . | i | 7 | . | . | . | . | . | . | -0.3% | i | 0.7 | -13 | 851
COc1cc2c(cc1OC)CN(CC(=O)NC(=O)NC1CCCCC1)CC2 | 3.6 | 1.9 | 7.9 | i | 13 | i | 41 | -0.5 | 1086 | 10 | 0 | -0.24 | 1253 | -0.8% | i | 0.3 | 4 | 722
Cc1cc(C(=O)NC(C)C2CC2)c(Cl)cc1Cl (stereo not drawn) | . | . | . | . | . | i | 58 | . | . | . | . | . | . | -0.4% | i | 0.2 | 11 | 798
CCc1ccc(N2CC(C(=O)Nc3ccc(F)cc3)CC2=O)cc1 (stereo not drawn) | . | . | . | . | . | i | 9 | . | . | . | . | . | . | 0.2% | i | 1.0 | 12 | 775
O=C1N=C(N2CCN(c3ccccc3)CC2)SC1Cc1ccccc1 (stereo not drawn) | 2.6 | 3.9 | 8.4 | i | -16 | i | 48 | 2.0 | 1037 | -8 | -16 | 1.7 | 1560 | -1.1% | i | 0.9 | -10 | 569
